High-throughput results deposited in PubChem BioAssay by National Center for Advancing Translational Sciences (NCATS).
HTT cytoprotect – cytoprotection in Huntington HTT-Q103 PC12 cell model. PC12 HTT-Q103 induced, cytoprotection, ATP luminescence, 40 h. 0.14% of 230,000 active. AID 1471. Potency, µM (titrated, usually from 56.4 µM), for inactives: cytoprotection (ATP increase), hits mostly activators;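 also: % of control where 0% means no effect; nearly all actives have a fitted effect of over 45% in size; toxic huntingtin expression switched on by the ecdysone agonist tebufenozide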
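Cells were plated at 1500 per well in phenol red-free DMEM with 5% equine and 5% calf serum. Tebufenozide (100 nM final) and compounds were added, then ATPlite reagent, and luminescence was read.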
GAA glycogen mod – alters human alpha-glucosidase cleavage of glycogen; 0.38% of 300,000 active; recombinant GAA, glycogen substrate, Amplex Red glucose oxidase fluorescence; Potency, µM (series often up to 76.4 µM), for the others: at the highest dose activity change, negative = inhibition, hits mostly inhibitors;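 also: 0% = full enzyme reaction and -100% = no-enzyme basal signal; the screen sought inhibitors and activators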
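Recombinant enzyme (4 nM final) with compounds titrated up to 77 uM and bovine liver glycogen (30 ug) in citrate pH 5.0, 0.01% Tween-20, 37 C 40 min. Released glucose detected by Amplex Red/glucose oxidase (Ex 573/Em 610); AC50 from Hill fits.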
GAA inhib – inhibitors of human lysosomal alpha-glucosidase. P10253. purified human GAA, 4-MU-alpha-glucoside fluorescence. Potency, µM (top dose mostly 76.9 µM), without a hit: top-dose activity change, negative = inhibition, hits mostly inhibitors. 0.005% of 200,000 active. AID 1466;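 also: plate controls were uninhibited enzyme wells for no effect and no-enzyme background for full effect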
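qHTS format, compound range up to 77 uM. Human lysosomal enzyme at 4 nM, 400 uM 4-MU glucoside substrate, pH 5.0, 20 min room temperature; fluorescence after alkaline stop gives activity normalized to controls.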
IMPase Li cell – membrane-permeable IMPase blocker, potentiated with lithium; AID 1457; 0.35% of 210,000 active; Potency, µM (titrated, usually from 59.4 µM), for inactives: top-dose activity, negative = IMPase inhibition, hits mostly inhibitors; CHO-M1 cells, IP1 TR-FRET (IP-One), carbachol + lithium;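 also: IP1 builds up when IMPase is blocked and the TR-FRET signal falls; plate controls were basal vehicle for no effect and high inhibitor control for full effect; nearly all actives have a fitted effect of over 50% in size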
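CHO cells stably expressing M1 receptor (2000/well, cultured 16–30 h) treated 30 min at 37C with compound plus low lithium. Cytosolic IP1 by TR-FRET (665/620 ratio and 620 channel) after 10 min lysis; AC50 by Hill fit.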
HTT aggregate – mutant huntingtin aggregation inhibition; 1.1% of 220,000 active; Potency, µM (titrated, usually from 46.1 µM), for the others: top-dose activity change, negative = inhibition, usual class: inhibitors; PC12 HttQ103-GFP aggregates, Acumen cytometry, 40 h; also: % is scaled to controls: 0 for no effect and ±100 for the full control effect; nearly all actives have a fitted effect of over 60% in size
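Aggregate formation scored by laser-scanning cytometer (488 excitation, 500–530 emission) in lysed PC12 cells expressing Q103-GFP after 100 nM tebufenozide induction; library tested in dose series, with ATPLite reagent added in the multiplex.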
RGS12 GoLoco inh – blocks human Gai1 binding to RGS12 GoLoco peptide, red readout; Gai1:RGS12 GoLoco peptide FP, rhodamine, 10 min; Potency, µM (doses to about 61.6 µM), for the others: top-dose activity, negative = inhibition, actives largely listed as inhibitors; 0.44% of 230,000 active; active = well fitted inhibition curve with a large enough effect, not every such curve was filed as active; inactive = no such curve, though single readings can be large or run the other way; also: % is scaled to controls: 0 for no effect and ±100 for the full control effect; nearly all actives have a fitted effect of over 30% in size; many of its hits are not listed in these tables
Target sequence (P63096 whole entry, looked up): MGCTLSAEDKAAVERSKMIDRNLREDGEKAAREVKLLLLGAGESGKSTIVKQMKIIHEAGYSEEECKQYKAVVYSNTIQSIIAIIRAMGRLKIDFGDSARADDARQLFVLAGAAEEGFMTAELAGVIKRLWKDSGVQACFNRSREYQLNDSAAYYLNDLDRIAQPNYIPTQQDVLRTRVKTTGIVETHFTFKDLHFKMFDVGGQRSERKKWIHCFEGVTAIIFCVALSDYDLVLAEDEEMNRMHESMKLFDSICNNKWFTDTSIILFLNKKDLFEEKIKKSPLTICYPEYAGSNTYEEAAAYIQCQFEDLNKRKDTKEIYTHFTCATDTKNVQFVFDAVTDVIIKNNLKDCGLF
GAA spleen mod – inhibitors or activators of human alpha-glucosidase in spleen homogenate. human spleen homogenate, 4-MU-alpha-glucoside fluorescence. 0.006% of 240,000 active. Potency, µM (doses to about 79.9 µM), without a hit: top-dose activity change, negative = inhibition, hits mostly inhibitors. AID 2112;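 also: 0% = enzyme with vehicle and -100% = no enzyme basal signal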
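Compounds were titrated against alpha-glucosidase in spleen homogenate at pH 5.0, with 1 mM 4-methylumbelliferyl substrate for 40 min at 37 C. Reactions were quenched with pH 10 NaOH/glycine and fluorescence measured.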
* hit, by the source's call; ? = inconclusive; · = no result given; & = joins results of further samples; [ ] = remark or other dose. Unless noted, calls follow the shape of the dose curve; as a rule, active = well fitted curve in the direction sought with a large enough effect; inconclusive = small, poorly fitted or top-dose-only effect, or another doubt; inactive = no such curve, though single readings can be large; an effect the other way counts as inactive or inconclusive. Potency is read from the fitted curve at half-maximal effect.

Every second line gives: HTT cytoprotect	GAA glycogen mod	GAA inhib	IMPase Li cell	HTT aggregate	RGS12 GoLoco inh	GAA spleen mod
> CCOC(=O)CSC1=C(C#N)C(c2ccccc2F)C(C(C)=O)=C(C)N1 (stereo not drawn)
    8%	-3%	3%	9%[38.3 µM]	11%	4%	-2%
> CC(=O)Nc1ccc(OC[C@@H](O)CNC(C)C)cc1
    ?	·	·	12%&6%	·	7%	12%
> COc1ccc2[nH]c3nc(SCc4nnc(-c5ccccc5)o4)nnc3c2c1
    -6%[10 µM]	5%	?	17%[38.3 µM]	16%	32%[activator]	-1%
> Nc1ncnc(Nc2ccc(F)c(Cl)c2)n1
    -8%[10 µM]	7%	·	·	-6%[9.22 µM]	5%	-1%
> Cc1ccc2nc(C3CCN(S(=O)(=O)c4ccc5ccccc5c4)CC3)[nH]c2c1
    -77%[inhibitor]	1%	-17%	-1%[38.3 µM]	18µM*	4%	-2%
> CC(C)Oc1ccc(C(=O)NC(=S)Nc2ccc(Cl)c(C(=O)O)c2)cc1
    10%[10 µM]	-1%	·	·	0%[9.22 µM]	0%	15%
> CCn1c(Cc2ccccc2)nnc1SCC(=O)Nc1nccs1
    -11%	8%	2%	24%[38.3 µM]	5%	-1%	-3%
> C#Cc1ccc([C@@H]2C=C(C(=O)N3CCN(Cc4ccc5c(c4)OCO5)CC3)O[C@H](OCC)[C@H]2CCCO)cc1
    8%[10 µM]	11%	·	3%	-4%[9.22 µM]	3%	4%
> O=C(CO/N=C/c1ccc(OC(F)F)cc1)NCc1ccco1
    11%[10 µM]	8%	1%	4%	11%	6%	-4%
> CCCc1cc(=O)[nH]c(SCC(=O)Nc2cc3c(cc2C(C)=O)OCO3)n1
    1%[0.074 µM]	7%	-4%	-5%[38.3 µM]	20%	11%	-1%
> O=C(c1ccc([N+](=O)[O-])cc1[N+](=O)[O-])N1CCCC1
    24%[10 µM]	18%	14%	5%	-1%[9.22 µM]	8%	-1%
> CCCCNC(=O)c1ccc2c(c1)ncn2C1CCCCC1
    9%[10 µM]	5%	3%	0%	-15%	-7%	1%
> Cc1ccc(NCc2nnc(SCC(=O)c3ccccc3)o2)c(C)c1
    -8%	-4%	1%	-20%[38.3 µM]	-16%	5%	1%
> CN(C)C(/C=C/Nc1ccc(O)cc1)=C(C#N)C#N
    16%[10 µM]	7.9µM*	-11%	0%	9%	2%	-2%
> O=C(C1CCN(S(=O)(=O)N2CCOCC2)CC1)N1CCN(c2ccccc2)CC1
    27%	0%	7%	-13%[38.3 µM]	11%	0%	-6%
> Cc1ccc(C)c(NC(=O)c2ccccc2O)c1
    -61%[inhibitor][0.074 µM]	8%	-11%	9%[38.3 µM]	-11%[9.22 µM]	5%	5%
> CC(=O)C1=C(O)C(=O)N(c2ccc(S(N)(=O)=O)cc2)C1c1ccccc1F (stereo not drawn)
    -3%	-1%	3%	?	4%	5%	2%
> Clc1ccc(Cc2nc(-c3ccncc3)no2)cc1
    14%[10 µM]	-8%	12%	0%	-1%[9.22 µM]	7%	1%
> CN1CCc2c(OCC(=O)N3N=C(c4cccs4)CC3c3ccc(F)cc3)cccc2C1=O (stereo not drawn)
    5%[10 µM]	3%	4%	11%	?	24%	-6%
> C=CCNS(=O)(=O)c1sccc1/C=N/O
    -6%	10%	-1%	-20%[38.3 µM]	12%	3%	-4%
> CCN(CC)CCCNC(=O)c1[nH]c(C)c(C(=O)NC2CCCCC2)c1C
    2%	7%	0%	9%[38.3 µM]	3%	11%	3%
> COCCCNC(=O)CCc1nc(-c2ccccc2)no1
    -11%[0.074 µM]	-4%	-15%	28%[38.3 µM]	-20%	0%	4%
> CC[n+]1c(/C=C2\Sc3ccccc3N2C)ccc2cccc(C)c21
    -88%[inhibitor][10 µM]	8%	4%	?	1µM*	85%[activator]	-2%
> CCN1CCN(CCOc2ccccc2OCc2ccccc2)CC1
    ·	4%	9%	11%	·	-7%	0%
> C/C(=N/NC(=O)c1cccc(N2CCCC2=O)c1)c1ccncc1
    9%[10 µM]	7%	2%	0%	4%[9.22 µM]	7%	-2%
> O=C(Nc1cccc(F)c1)N1CC[C@@]2(CCCN(C(=O)c3ccncc3)C2)C1
    -37%[inhibitor]	·	·	9%	·	4%	-3%
> CCn1ncc(C2=NOC(C(=O)NCc3ccc(Cl)cc3)C2)c1C (stereo not drawn)
    -111%[inhibitor]	3%	-9%	11%[38.3 µM]	?	0%	-2%
> CN(C)CCOC(=O)c1ccc(N)cc1
    8%[10 µM]	·	·	1%	·	-4%[14.2 µM]	·
> CCc1ccc(N2NC(=O)/C(=C/C=C/c3ccco3)C2=O)cc1
    24%[10 µM]	-19%	-8%	15%	20%	21%	-3%
> Cc1cc(N2CCN(C(=O)c3ccco3)CC2)nc(-c2ccccc2)n1
    -17%	-11%	-14%	20%[38.3 µM]	-1%	-20%	-6%

Reprinted at random: three entries already listed, in no set order.
Every second line gives: HTT cytoprotect	GAA glycogen mod	GAA inhib	IMPase Li cell	HTT aggregate	RGS12 GoLoco inh	GAA spleen mod
> CN1CCc2c(OCC(=O)N3N=C(c4cccs4)CC3c3ccc(F)cc3)cccc2C1=O (stereo not drawn)
    5%[10 µM]	3%	4%	11%	?	24%	-6%
> Cc1ccc2nc(C3CCN(S(=O)(=O)c4ccc5ccccc5c4)CC3)[nH]c2c1
    -77%[inhibitor]	1%	-17%	-1%[38.3 µM]	18µM*	4%	-2%
> CN(C)CCOC(=O)c1ccc(N)cc1
    8%[10 µM]	·	·	1%	·	-4%[14.2 µM]	·

New compounds follow:
Every second line gives: HTT cytoprotect	GAA glycogen mod	GAA inhib	IMPase Li cell	HTT aggregate	RGS12 GoLoco inh	GAA spleen mod
> CCOc1ccccc1C(=O)Nc1nnc(SCC(=O)Nc2cc(C)on2)s1
    -32%	19%	2%	-3%	30%	7%	6%
> O=C(c1ccncc1)N1CCC[C@@]2(CCN(c3ccncc3)C2)C1
    12%	·	·	7%	·	6%	-4%
> FC(F)Oc1ccc(NC(=S)NCc2cccnc2)cc1
    -20%	2%	-5%	2%	-4%	8%	·
> Cc1ccc(CNC(=O)C2CCCN(S(=O)(=O)c3c(C)noc3C)C2)cc1 (stereo not drawn)
    1%	5%	-3%	18%[38.3 µM]	3%	11%	-5%
> Cc1cc(S(=O)(=O)N(Cc2ccc(C(C)(C)C)cc2)Cc2cccs2)ccc1-n1cnnn1
    12%[10 µM]	-2%	1%	-1%	-19%	-9%	-2%
> CC1=CCC2C(=O)N(c3ccccc3OC(=O)c3ccccc3F)C(=O)C2C1 (stereo not drawn)
    ·	-1%	-1%	-2%	0%	-2%	-5%
> COC(=O)C(CC(C)C)NC(=O)c1cccs1 (stereo not drawn)
    -7%[10 µM]	-6%	13%	3%	-10%[9.22 µM]	7%	-13%
> C/C(N)=C(/C#N)C(=O)COC(=O)CNS(=O)(=O)c1ccc2ccccc2c1
    -3%[10 µM]	-2%	3%[15.4 µM]	·	19%[9.22 µM]	15%	1%
> Oc1nc(Nc2ccccc2)sc1/C=C1\C=Nc2ccccc21
    2%[10 µM]	2%	·	·	-22%[9.22 µM]	21%	3%
> CC(=O)Nc1ccc(S(=O)(=O)N2CCNC(=O)CC2)cc1
    12%	8%	2%	4%[38.3 µM]	24%	-1%	-3%
> N#C/C(=C\c1ccc(O)c(O)c1)C(=O)Nc1ccccc1
    -17%	·	·	10%&19%	·	-15%&0%	-6%&0%
> CSc1nc(C)c2c(n1)N(c1ccc(C(F)(F)F)cc1)CC2
    7%	4%	9%	-2%[38.3 µM]	0%	-2%	-3%
> COCCNC(=O)CCCCCNS(=O)(=O)c1ccc(C)cc1
    -19%	-1%	-5%	-8%[38.3 µM]	11%	-9%	-6%
> CCOC(=O)/C(C(C)=O)=C1/OC(=O)c2ccccc21
    9%	5%	3%	36%[activator][38.3 µM]	5%	2%	1%
> N#Cc1ccc(C(=O)CSc2n[nH]c(=O)n2-c2cccnc2)cc1
    0%[10 µM]	?	?	·	5%[9.22 µM]	-11%	-6%
> O=C(NCc1cccnc1)/C(=C/c1ccc(-c2ccc(Cl)cc2)o1)S(=O)(=O)c1ccccc1
    -97%[inhibitor]	-22%	4%	17%[38.3 µM]	?	3%	-7%
> CC(C)COC(=O)c1cccc2c1-c1ccccc1/C2=N\O
    -17%[10 µM]	-17%	4%	3%	-26%	-11%	2%
> CC(C)CC(=O)c1c[nH]c(C(=O)NCCCN2CCOCC2)c1
    -1%[10 µM]	0%	?	-6%	5%	-4%	-14%
> O=C(N=Nc1c(O)[nH]c2ccccc12)c1cccc(S(=O)(=O)N2CCCCC2)c1
    4%[10 µM]	10%	-1%	-13%	-11%	1%	0%
> CC(C)c1ccc(OCc2ccc(C(=O)NN3CCN(C)CC3)o2)cc1
    -56%[inhibitor]	26%	-3%	25%	5%	2%	-4%
> CCn1cc(C(=O)NCc2ccc3c(c2)OCO3)c(=O)c2cc(F)c(N3CCN(C(=O)c4ccco4)CC3)cc21
    -88%[inhibitor]	-7%	15%	5%[38.3 µM]	?	47%	-2%
> CC(=O)Nc1csc2ccccc12
    2%[10 µM]	-9%	13%	2%	-1%[9.22 µM]	4%	-5%

Exported in markdown: entries from further up
| SMILES | HTT cytoprotect | GAA glycogen mod | GAA inhib | IMPase Li cell | HTT aggregate | RGS12 GoLoco inh | GAA spleen mod |
| --- | --- | --- | --- | --- | --- | --- | --- |
| CC(C)CC(=O)c1c[nH]c(C(=O)NCCCN2CCOCC2)c1 | -1%[10 µM] | 0% | ? | -6% | 5% | -4% | -14% |
| O=C(N=Nc1c(O)[nH]c2ccccc12)c1cccc(S(=O)(=O)N2CCCCC2)c1 | 4%[10 µM] | 10% | -1% | -13% | -11% | 1% | 0% |
| CC(C)c1ccc(OCc2ccc(C(=O)NN3CCN(C)CC3)o2)cc1 | -56%[inhibitor] | 26% | -3% | 25% | 5% | 2% | -4% |
| CCn1cc(C(=O)NCc2ccc3c(c2)OCO3)c(=O)c2cc(F)c(N3CCN(C(=O)c4ccco4)CC3)cc21 | -88%[inhibitor] | -7% | 15% | 5%[38.3 µM] | ? | 47% | -2% |

A portion of the library; count on the stated rates, not on these rows.
